Bioassay records from PubChem BioAssay.
TbPYK inhibitor: inhibitors of Trypanosoma brucei pyruvate kinase; Q57TT1; TbPYK enzyme, Kinase-Glo Plus ATP luminescence, 45 min; Potency, µM (highest dose often 76.8 µM), for the others: top-dose activity, negative = inhibition, usual class: inhibitors; 0.12% of 410,000 active; AID 624173; further: potency means the concentration at half of the fitted maximal effect; on the % scale 0 is the no-effect control and ±100 the full control effect; nearly all actives have a fitted effect of over 50% in size
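In this concentration-response screen, enzyme-free wells defined baseline while DMSO plates tracked drift. Each reaction combined TbPYK, substrate, compound and 130 uM ADP for 45 min at room temperature. Kinase-Glo Plus luminescence gave the signal.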
AmpC no deterg: inhibitors of E. coli AmpC beta-lactamase without detergent. P00811. AmpC nitrocefin hydrolysis, absorbance 480 nm, 0.0001% Triton. Potency, µM (highest dose often 57.1 µM), without a hit: top-dose activity change, negative = inhibition, actives largely listed as inhibitors. 0.52% of 330,000 active. AID 485341;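 further: potency means the concentration at half of the fitted maximal effect; plate controls were no compound for no effect and no enzyme for full effect; nearly all actives have a fitted effect of over 20% in size; some results filed as inactive show a strong effect at the top dose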
Target sequence (P00811 whole entry, looked up): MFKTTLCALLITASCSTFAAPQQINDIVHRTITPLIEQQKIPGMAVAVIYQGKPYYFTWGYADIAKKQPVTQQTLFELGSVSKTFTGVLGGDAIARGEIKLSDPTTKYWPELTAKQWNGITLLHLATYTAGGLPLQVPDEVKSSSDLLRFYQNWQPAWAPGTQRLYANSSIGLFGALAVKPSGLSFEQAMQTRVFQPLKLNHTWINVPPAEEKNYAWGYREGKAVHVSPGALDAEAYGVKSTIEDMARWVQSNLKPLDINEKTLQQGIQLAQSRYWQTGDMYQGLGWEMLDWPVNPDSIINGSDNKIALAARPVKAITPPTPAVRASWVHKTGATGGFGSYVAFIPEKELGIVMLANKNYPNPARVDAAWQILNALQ
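20 mM phosphate pH 7.0 + 0.01% (detergent screen) or 0.0001% Triton X-100; 5.3 nM AmpC reagent; cpd preinc 15 min RT; nitrocefin (800 uM stock) to start; A480 q20 s × 4 min; Activity was normalised to no-enzyme and no-compound control wells.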
Cycloheximide cs: counter-screen for Shiga toxin inhibitors: cycloheximide protein synthesis inhibition | max response, % | cell reporter, cycloheximide protein synthesis inhibition counterscreen | 12% of 300,000 active; in the data active means max response mostly above about 13%, no sharp cut-off; inactive means mostly below about 14%; further: read at 38.3 µM for the half of the compounds with a filed dose; 0% is about no effect
Shiga toxin inh: blocks Shiga toxin action in Vero cells. inhibition, % at 38.7 µM. Vero cells, Shiga toxin protein synthesis inhibition reporter. 9.2% of 290,000 active; in the data active means inhibition mostly above about 28%, no sharp cut-off; inactive means mostly below about 43%; further: 0% is about no effect
Pf growth 96h: P. falciparum growth inhibition at 96 hour, primary screen for plastid delayed-death inhibitors; 6.9% of 320,000 active; Potency, µM (series often up to 28.7 µM), inactives show at the highest dose activity change, negative = inhibition, actives largely listed as inhibitors; P. falciparum luciferase reporter growth, 96 h; further: potency means the concentration at half of the fitted maximal effect; on the % scale 0 is the no-effect control and ±100 the full control effect
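Two parasite generations (96 h, 37 C, 5% CO2) of compound exposure in infected erythrocytes (0.05% parasitemia, 2% hematocrit). Luciferase-reporter P. falciparum; decreased luminescence indicates inhibited growth, aimed at apicoplast-acting delayed death.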
LmPK inh: inhibitors of Leishmania mexicana pyruvate kinase; Q27686; purified LmPK, Kinase-Glo ATP luminescence, 1 h; Potency, µM (top dose mostly 57.5 µM), inactives show at the highest dose activity change, negative = inhibition, usual class: inhibitors; 0.37% of 290,000 active; further: potency means the concentration at half of the fitted maximal effect; on the % scale 0 is the no-effect control and ±100 the full control effect
Target sequence (Q27686 whole entry, looked up): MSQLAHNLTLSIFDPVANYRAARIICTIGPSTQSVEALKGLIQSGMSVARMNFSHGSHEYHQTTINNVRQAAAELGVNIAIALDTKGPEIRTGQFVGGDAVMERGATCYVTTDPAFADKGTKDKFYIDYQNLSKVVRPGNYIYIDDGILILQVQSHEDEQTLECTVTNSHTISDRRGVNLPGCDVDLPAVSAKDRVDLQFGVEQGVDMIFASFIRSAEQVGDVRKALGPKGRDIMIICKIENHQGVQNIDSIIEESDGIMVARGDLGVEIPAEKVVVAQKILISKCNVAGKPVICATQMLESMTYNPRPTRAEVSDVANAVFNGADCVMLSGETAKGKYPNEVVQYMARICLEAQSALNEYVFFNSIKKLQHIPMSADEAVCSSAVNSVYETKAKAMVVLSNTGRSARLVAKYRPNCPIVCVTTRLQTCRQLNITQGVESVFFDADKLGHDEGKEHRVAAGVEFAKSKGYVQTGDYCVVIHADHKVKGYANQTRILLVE
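ATP generated from ADP (0.1 mM) and PEP (0.5 mM) by 0.1 nM LmPK over 1 h at room temperature (pH 7.2 imidazole buffer) was detected by coupled luciferase luminescence. Values were normalized to uninhibited and no-enzyme wells.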
Pf growth 48h: inhibits P. falciparum growth in the first generation, 48 h; Potency, µM (highest dose often 28.7 µM), inactives show top-dose activity change, negative = inhibition, most hits filed as inhibitors; 5.9% of 310,000 active; P. falciparum luciferase growth in erythrocytes, 48 h; further: potency means the concentration at half of the fitted maximal effect; on the % scale 0 is the no-effect control and ±100 the full control effect
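Firefly luciferase activity from engineered P. falciparum reports growth; inhibitors lower the luminescent signal. Cultures contained 2% hematocrit erythrocytes at 0.1% final parasitemia.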
* hit, by the source's call; u = inconclusive; x = not tested or not shown; & = joins results of further samples; [ ] = dose if it differs, or a comment. Unless noted, the call rests on the fitted dose curve; in most records, active means well fitted curve in the direction sought with a large enough effect; inconclusive means small, poorly fitted or top-dose-only effect, or another doubt; inactive means no such curve, though single readings can be large; an effect the other way counts as inactive or inconclusive.

Molecule	TbPYK inhibitor	AmpC no deterg	Cycloheximide cs	Shiga toxin inh	Pf growth 96h	LmPK inh	Pf growth 48h
CCNC(=O)c1ccc(NS(=O)(=O)c2ccccc2)cc1	2.7%	-12.9%	-4.3	0.6	x	4.8%	10.5%
Cn1c(=O)c2c(nc(NCc3ccco3)n2C)n(C)c1=O	1.8%	-10.1%	-0.9	-22.1	x	-6.6%	7.7%
COc1cc2[nH]c(=O)n(Cc3ccc(C(=O)NCCCN4CCC(C)CC4)cc3)c(=O)c2cc1OC	-0.3%	-2.9%	3.0	-13.3	u	3.3%	x
CC(C)NC(=O)NC(=O)COC(=O)C1CCCN1C(=O)c1cccs1 (stereo not drawn)	5.7%	-0.2%	9.0	10.7	9.7%	0.0%	x
CCCSc1n[nH]c(NC(C)=O)n1	0.1%	-17.5%	1.3	-4.1	28.0%	-4.3%	x
CCS(=O)(=O)N1CCC(NC(=O)C(Cc2cc(OC)ccc2OC)NC(C)=O)CC1 (stereo not drawn)	2.9%	-5.0%	-1.8	-3.2	u	-3.2%	5.5%
Cn1c(SCC(=O)c2ccc(-c3ccccc3)cc2)nnc1-c1ccco1	-0.5%	-49.4%	28.2*	29.2*	-8.3%	1.3%	-12.3%
N#CC1=C(Nc2ccccc2)SC=C(c2ccccc2)N=C1N1CCOCC1	-0.2%	57.3%	9.1	14.3	u	-2.1%	x
Cc1nc2sccn2c(=O)c1S(=O)(=O)Nc1ccc(N2CCOCC2)c(Cl)c1	-1.5%&0.7%	-5.2%	0.4	-6.9	u	1.8%	15.5%
Cc1ccc(-c2cc([C@H]3[C@@H]4C=CCC[C@@]4(C)C(=O)N3Cc3ccccc3)ccc2F)cc1	-6.7%	11.8%	0.7	1.8	u	-3.6%	u
Cn1c(SCC(=O)NC(C)(C)C)nc(O)cc1=O	-3.7%	-8.3%	-3.3	-10.6	4.8%	1.8%	-5.5%
Cc1cccc(C)c1N(CC(=O)N1CCN(C)CC1)S(C)(=O)=O	0.4%	-15.4%	0.4	-19.6	-3.8%	0.6%	9.3%

Later entries.
Molecule	TbPYK inhibitor	AmpC no deterg	Cycloheximide cs	Shiga toxin inh	Pf growth 96h	LmPK inh	Pf growth 48h
Oc1ccc(Oc2ncc(Cl)cc2Cl)cc1	5.9%	5.2%	-2.9	-10.0	68.8%[activator]	6.2%	-5.6%
COc1ccc(-c2nn(-c3ccccc3)cc2C=O)cc1[N+](=O)[O-]	19.4%	-3.3%	0.6	-6.1	u	-8.7%	11.8%
O=C(CSCc1ccc(Cl)cc1Cl)Nc1c[nH]c(=O)[nH]c1=O	-2.9%	-31.5%	-2.0	-25.1	10.0%	4.5%	14.6%
COc1cc(/C=N/NC(=O)NC23CC4CC(CC(C4)C2)C3)ccc1OCC(N)=O	-2.8%	22.7%	-1.1	-4.8	5.86µM*	2.3%	9.28µM*
COc1ccc(C2C=C(c3ccccc3)Nc3ncnn32)cc1 (stereo not drawn)	-13.3%	-32.5%	1.6	9.1	19.2%	1.0%	u
CCOc1ccc(Cl)cc1S(=O)(=O)N1CCC(C(=O)NC2CC2)CC1	3.0%	74.2%[activator]	-6.8	1.5	-0.8%	-2.0%	u
CC1(C)OC(=O)N2CCc3ccccc3C21C (stereo not drawn)	3.9%	3.0%	-2.0	-3.6	-2.7%	-0.4%	8.9%
C=CCCc1ccc(C#N)c(SCc2c(C(=O)OCC)c3cc(OC(C)=O)c(Br)cc3n2C)n1	2.1%	-33.3%	-2.7	-2.9	0.0%	4.9%	5.22µM*
Oc1ccc(-c2nc3ccccc3s2)cc1	-10.4%	-28.9%	32.0*	32.2	1.9%	15.8µM*	184.7%[activator]
Cc1ccc(O)c(C(=O)c2cc(C(=O)NCc3ccccc3)c(=O)n(Cc3ccccc3)c2)c1	11.2%	-38.2%	11.5	-8.9	u	2.8%	3.7µM*
COc1nc(Nc2cccc([N+](=O)[O-])c2)nc(OC)n1	2.2%	-12.5%	0.8	-4.6	-6.1%	-0.7%	-17.3%
Cc1cccc(NC(=S)Nc2cccc(C(F)(F)F)c2)n1	-3.6%	-34.6%	-1.7	-4.5	u	-1.4%	u

Continuation:
Molecule	TbPYK inhibitor	AmpC no deterg	Cycloheximide cs	Shiga toxin inh	Pf growth 96h	LmPK inh	Pf growth 48h
CCOc1ccc(NC(=O)c2ccc(S(=O)(=O)N(C)C)cc2)cc1	6.8%	-6.2%	12.0	-3.6	u	-2.0%	-10.6%
O=C(Nc1ncn[nH]1)c1c(Cl)ccc(Cl)c1Cl	-5.5%	-13.6%	-3.9	-1.4	31.1%[activator]	-2.5%	35.5%[activator]
O=S(=O)(Nc1ccc(Br)cn1)c1cccs1	-17.8%	-4.0%	0.8	10.2	0.0%	1.3%	-5.1%
O=C(Nc1ccccc1C(=O)Nc1ccncc1)c1ccc([N+](=O)[O-])cc1	-1.9%	-29.4%	-2.9	-5.3	32.1%[activator]	-6.3%	u
O=C(O)CCn1cc(C=C2C(=O)NC(=S)NC2=O)c(-c2cccc(Cl)c2)n1	11.2µM*	u	-0.9	-9.5	0.8%	7.1%	31.8%
OCCC1CN(Cc2cnc(-c3cccc4ccccc34)nc2)CCN1C1CCCCC1 (stereo not drawn)	0.7%	91.2%[activator]	-1.8	-12.8	21.6%	1.5%	u
Cc1nc(NC(=O)CN2CCCCC2)sc1C(=O)N(C)C	1.4%	10.7%	-0.4	15.2	-16.5%	-5.4%	0.0%
Cc1ccccc1-n1nnnc1SCc1ncc(-c2ccccc2)o1	-9.6%	-21.0%	7.9	-2.1	-8.1%	4.4%	-21.4%
COc1ccc(CCNC(=O)CSCC(=O)Nc2ccccc2)cc1OC	-2.9%	-5.2%	-2.0	10.9	1.4%	-1.0%	-9.9%
CCCOc1ccc(Cn2c(=O)oc3ccc(C)cc32)cc1OC	6.5%	11.5%	1.4	12.4	-18.5%	3.0%	3.5%
Cn1c(=O)c2c(nc(CN3CCc4ccccc4C3)n2Cc2ccccc2F)n(C)c1=O	0.2%	54.6%[activator]	-1.0	-8.2	u	0.8%	4.65µM*
O=C(Nc1ccccc1)N(CCCN1CCOCC1)Cc1cccs1	3.6%	-5.6%	-2.2	-13.7	-2.3%	-0.2%	x

More structures
Molecule	TbPYK inhibitor	AmpC no deterg	Cycloheximide cs	Shiga toxin inh	Pf growth 96h	LmPK inh	Pf growth 48h
COc1cc2[nH]c(=O)n(Cc3ccc(C(=O)NCC4CCCO4)cc3)c(=O)c2cc1OC (stereo not drawn)	5.4%	4.4%	1.0	17.7	64.9%[activator]	5.2%	-9.8%
Cc1ccccc1NC(=S)NCc1ccco1	-0.7%	-11.1%	-3.2	11.4	0.329µM*	-1.4%	8.3%
C=CCn1c(Cc2csc(N)n2)nnc1SCC(=O)Nc1ccccc1C(F)(F)F	-0.4%	-6.6%	1.4	-9.6	u	1.3%	x
CC1C=CCC2C(=O)N(c3ccc(Cl)cc3O)C(=O)C12 (stereo not drawn)	-30.9%	-14.4%	-0.8	7.1	14.2%	1.7%	-2.6%
COC(=O)c1ccccc1NC(=O)c1cc2nc(C3CC3)cc(C(F)(F)F)n2n1	-0.7%	-24.0%	-1.8	-9.8	u	-1.2%	-2.5%
Cc1ccccc1-c1nnc(SCC#N)o1	-4.0%	-12.5%	10.1	33.2*	2.4%	4.4%	27.7%
C/C(=N\NC(N)=O)c1ccccc1Cl	-1.4%	-10.9%	-2.1	1.5	4.1%	-0.5%	-7.2%
COc1ccc(Cl)cc1NC(=O)CN(C)CC(=O)NCc1cccs1	-14.5%	7.6%	x	x	-24.9%	x	-11.6%
CN1C(=O)c2cccc3c(Cl)ccc(c23)C1=O	7.8%	-15.8%	-6.6	-12.6	14.5%	4.9%	x
CC(C)=NNc1nc2c(c(=O)[nH]c(=O)n2C)n1CCCc1ccccc1	-4.1%	32.7%	-4.0	-7.7	u	-10.0%	u
O=C(Nc1ccccc1Cl)c1ccc2c(=O)n3c(nc2c1)CCC3	-13.1%	-15.3%	x	x	324.2%[activator]	x	332.0%[activator]
O=C(c1ccccc1)c1ccc(N2CCCC2)cc1	2.3%	-25.9%	23.5*	53.1*	u	-3.9%	117.4%[activator]

Next section:
Molecule	TbPYK inhibitor	AmpC no deterg	Cycloheximide cs	Shiga toxin inh	Pf growth 96h	LmPK inh	Pf growth 48h
CCN(C(=O)CN1C(=O)COc2ccc(S(=O)(=O)N3CCCCCC3)cc21)c1cccc(C)c1	-1.3%	146.4%[activator]	1.7	-2.0	u	8.9%	3.29µM*
COc1nc2ccccc2c(=O)n1-c1ccc(C)cc1	9.9%	-26.6%	-3.2	18.8*	-8.2%	2.8%	-0.9%
Cc1ccc(-c2ccc(/C=N/NC(=S)Nc3ccccc3)o2)cc1[N+](=O)[O-]	-4.2%	3.55µM*	-1.4	14.8	u	1.0%	u
N#CC(c1nc2ccccc2nc1N1CCCC1)S(=O)(=O)c1ccccc1 (stereo not drawn)	4.3%	-36.9%	1.8	-3.5	x	1.1%	42.5%[activator]
COc1cc(C(=O)NCCCn2ccnc2)cc(OC)c1OC	2.5%	-21.9%	1.5	-1.6	u	2.1%	10.2%
O=C(Nc1cccc2ncccc12)c1ccccc1Cl	-1.9%	-23.6%	-0.9	5.7	-36.3%	-5.0%	-0.5%
CN1CCN(C(c2cccc(C(F)(F)F)c2)c2nnnn2C(C)(C)C)CC1 (stereo not drawn)	-6.9%	18.6%	4.1	-9.5	x	1.2%	-9.8%
N#Cc1cnn(-c2ccccc2)c1NC(=O)c1ccccc1F	0.2%	-9.0%	x	x	u	x	u
Cc1cc(Oc2ccccc2)nc(N)n1	6.8%	x	-1.3	13.9	u	-1.1%	9.0%
COc1ccc(C(=O)/C=C/Nc2cc(C)on2)cc1	-4.2%	-15.4%	47.1*	64.7*	-12.3%	4.2%	x
CCCCCn1c(=O)[nH]c2cc(C(=O)N3CCN(CC)CC3)ccc2c1=O	9.1%	21.7%	-1.5	-13.8	u	10.8%	x
Cc1noc(C)c1-c1nc(CSc2ccc(Cl)cc2)no1	-0.6%	-24.3%	1.4	17.0	-4.2%	1.6%	0.0%

3 compounds out of the list, sorted by SMILES length, largest number first.
Molecule	TbPYK inhibitor	AmpC no deterg	Cycloheximide cs	Shiga toxin inh	Pf growth 96h	LmPK inh	Pf growth 48h
Cc1ccc(-c2ccc(/C=N/NC(=S)Nc3ccccc3)o2)cc1[N+](=O)[O-]	-4.2%	3.55µM*	-1.4	14.8	u	1.0%	u
N#Cc1cnn(-c2ccccc2)c1NC(=O)c1ccccc1F	0.2%	-9.0%	x	x	u	x	u
Cc1cc(Oc2ccccc2)nc(N)n1	6.8%	x	-1.3	13.9	u	-1.1%	9.0%
